# Source: PubChem BioAssay (Sanford-Burnham Center for Chemical Genomics)
# Apaf1 inhib = human Apaf-1 inhibition; inhibition, % at 20 µM; O14727; reconstituted apoptosome caspase-3 activity, DEVD-Rh110 fluorescence; hit rate 0.71% among 330,000; active = inhibition of at least 40% at 20 µM;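 note: plate controls were DMSO wells for no effect and DEVD-CHO caspase inhibitor wells for full effect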
#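 System – cell-free apoptosome with Apaf-1, procaspase-3 and caspase-9 · Buffer or medium – pH 7.5 Hepes buffer with CHAPS, BSA, DTT · Also added – cytochrome c with DEVD-Rh110 · Times – 30 min compound preincubation, 50 min activation, room temperature · Technique – Rh110 fluorescence intensity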
# HKDC1 inh = inhibitors of human hexokinase HKDC1 | Q2TB90 | inhibition, % at 20 µM | recombinant HKDC1, G6PDH/diaphorase resazurin coupled fluorescence | hit rate 0.16% among 340,000;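 active = inhibition above about 35% when tested at 20 µM, limit read from the data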;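 note: plate controls were DMSO wells with enzyme for no effect and DMSO wells lacking enzyme for full effect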
# Target sequence (Q2TB90 whole entry, looked up): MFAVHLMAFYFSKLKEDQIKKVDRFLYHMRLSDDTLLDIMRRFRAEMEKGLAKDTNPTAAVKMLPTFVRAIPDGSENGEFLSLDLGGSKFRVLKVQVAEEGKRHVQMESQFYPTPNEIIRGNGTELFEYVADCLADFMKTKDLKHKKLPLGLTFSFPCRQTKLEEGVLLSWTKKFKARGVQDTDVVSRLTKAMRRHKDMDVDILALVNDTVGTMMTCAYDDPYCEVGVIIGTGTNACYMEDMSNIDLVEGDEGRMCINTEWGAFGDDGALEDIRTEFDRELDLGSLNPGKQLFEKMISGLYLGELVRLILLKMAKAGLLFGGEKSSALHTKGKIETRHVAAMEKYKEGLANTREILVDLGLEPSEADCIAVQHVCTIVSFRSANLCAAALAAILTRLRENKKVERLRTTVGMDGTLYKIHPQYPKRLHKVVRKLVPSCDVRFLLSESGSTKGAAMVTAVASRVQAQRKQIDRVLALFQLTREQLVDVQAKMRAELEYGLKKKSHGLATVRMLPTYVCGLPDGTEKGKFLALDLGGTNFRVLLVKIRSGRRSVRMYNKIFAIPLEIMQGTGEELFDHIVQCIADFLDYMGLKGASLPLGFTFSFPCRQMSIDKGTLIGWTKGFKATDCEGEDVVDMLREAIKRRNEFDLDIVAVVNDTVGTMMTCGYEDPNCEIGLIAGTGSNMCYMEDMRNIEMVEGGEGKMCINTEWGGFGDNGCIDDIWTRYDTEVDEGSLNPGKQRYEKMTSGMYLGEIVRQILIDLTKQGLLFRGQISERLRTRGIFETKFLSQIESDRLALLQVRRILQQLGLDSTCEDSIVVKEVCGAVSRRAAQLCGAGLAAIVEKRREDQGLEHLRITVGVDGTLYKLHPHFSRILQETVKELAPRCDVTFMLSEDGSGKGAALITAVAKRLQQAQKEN
#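 Incubation: 90 min at room temperature in dark / Material: recombinant HKDC1 (HK5) hexokinase enzyme, produced in-house / Quantity: enzyme 5 µg/mL final / Compound: one dose of 20 µM, 1% DMSO / Reagent: glucose and ATP substrates / Buffer or medium: Tris pH 8.0 buffer with MgCl2, Tween-20, BSA, BME / Technique: resorufin fluorescence at 613 nm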
# SENP7 block = blocks the human protease SENP7. recombinant SENP7, Z-RLRGG-aminoluciferin luminescence, 40 min. inhibition, % at 5 µM. hit rate 1.5% among 330,000. AID 434973;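 active = inhibition above about 50% at the single test dose, limit read from the data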;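 note: plate controls were DMSO with enzyme for no effect and no enzyme buffer wells for full effect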
# SENP1 inh = blocks the human SENP1 SUMO protease catalytic domain | Q9P0U3 | recombinant SENP1 catalytic domain, CyPet-SUMO1-YPet FRET cleavage | inhibition, % at 10 µM | hit rate 0.21% among 360,000 | AID 624204;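 active = inhibition at least 30% at 10 µM, raw YFP signal under a set limit, fluorescence ratio 0.5 to 1.5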;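 note: 0% = enzyme with DMSO and 100% = no enzyme wells; some results filed as inactive read as strong as hits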
# Target sequence (Q9P0U3 419-644 limits assumed): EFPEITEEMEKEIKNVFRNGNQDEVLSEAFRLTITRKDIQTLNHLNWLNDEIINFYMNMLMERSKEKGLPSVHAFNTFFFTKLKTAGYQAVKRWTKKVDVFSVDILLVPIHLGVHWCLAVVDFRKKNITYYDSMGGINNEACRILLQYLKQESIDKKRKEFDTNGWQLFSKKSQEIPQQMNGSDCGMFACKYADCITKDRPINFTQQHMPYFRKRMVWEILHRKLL
#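 Test system: human SENP1 catalytic domain; medium: Tris pH 8 buffer plus EDTA, NaCl, BME, BSA, NP40, catalase; incubation: 50 min reaction at room temperature; technique: FRET, CFP and YFP emission; controls: no-enzyme low control and enzyme-plus-DMSO high control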
# NLRP3 yeast inh = NALP3 inhibition in yeast; hit rate 0.39% among 330,000; Yeast reconstituted NLRP3/ASC/caspase-1, beta-gal luminescence, 24 h; inhibition, % at 10 µM;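 active = inhibition of 50% or more; inactive = inhibition below 50%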;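 note: plate controls were induced DMSO wells for no effect and uninduced yeast grown without galactose for full effect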
# SENP8 block-1 = SENP8 (human) protease inhibition; Q96LD8; recombinant SENP8, Nedd8 substrate fluorescence; inhibition, % at 20 µM; hit rate 0.64% among 360,000; AID 602440; in the data active = inhibition mostly above about 40%, no sharp cut-off; inactive = mostly below about 27%
# SENP8 block-2 = blocks the human protease SENP8; Q96LD8; purified SENP8, Z-RLRGG-aminoluciferin cleavage, luminescence; inhibition, % at 10 µM; hit rate 1.2% among 330,000; AID 2540; in the data active = inhibition above about 50%
# PfG6PD inh = PfG6PD (Plasmodium falciparum) enzyme inhibition; inhibition, % at 20 µM; AID 504690; PfGluPho enzyme, NADPH resazurin-diaphorase fluorescence; hit rate 0.78% among 350,000;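 active = inhibition reaching at least a set limit at 20 µM in the primary screen, cut at about 59% in these data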;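 note: 0% = DMSO wells with substrate and 100% = DMSO wells lacking glucose-6-phosphate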
# SENP6 block = SENP6 protease inhibition; AID 2599; Recombinant SENP6 catalytic domain, aminoluciferin luminescence; Q9GZR1; inhibition, % at 10 µM; hit rate 1.8% among 330,000;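 active = inhibition above about 50% at the single tested dose, limit read from the data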;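 note: plate controls were DMSO wells with enzyme for no effect and DMSO wells lacking enzyme for full effect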
# An asterisk follows results filed as active; i = inactive; . = not tested or not shown. Outcome played no part in choosing rows; about 4.1% have a hit in one of these screens.
SMILES,Apaf1 inhib,HKDC1 inh,SENP7 block,SENP1 inh,NLRP3 yeast inh,SENP8 block-1,SENP8 block-2,PfG6PD inh,SENP6 block
O=S(=O)(Nc1ncccn1)c1ccc(NC(=S)N2CCN(Cc3ccc(F)cc3Cl)CC2)cc1,6,0,-8,2,10,6,-7,-7,-4
Cc1c(Cl)cccc1NC(=O)NCc1cccnc1,-2,-1,17,2,15,2,-7,5,-14
C=CCOC1COC2C(OCC=C)COC12 (stereo not given),.,-7,.,1,.,-1,.,-1,.
CC1CN(C(=S)NC(=O)C2CCCCC2)CC(C)O1 (stereo not given),-2,-11,2,1,12,1,-2,-13,3
CCCCN(C)C(=O)c1cn(C)c2ccc(S(=O)(=O)N3CCC(C)CC3)cc2c1=O,4,-3,16,3,-4,6,-6,-1,-22
CC(C)(C)C(=O)Nc1ccccc1C(=O)Nc1cc(Cl)ccc1Cl,18,-2,-2,-2,-43,-8,6,7,8
Cc1ccc(C(NC(=O)C2CCCCC2)c2c(O)ccc3ccccc23)cc1 (stereo not given),15,5,9,3,-13,-127,-5,14,-13
CC(=O)Nc1nnc(SCc2cccc(F)c2)s1,-1,2,6,3,18,14,2,-39,-5
CCC1(c2ccc(F)cc2)NC(=O)N(CC(=O)N2CCN(S(=O)(=O)c3ccc(C)cc3C)CC2)C1=O (stereo not given),.,-1,.,2,.,7,.,8,.
Cc1ccc(C(=O)N2NC(c3ccc(F)cc3)C3C(=O)N(c4ccc(C)cc4)C(=O)C32)cc1 (stereo not given),6,4,-10,5,16,15,0,-20,-4
c1cnc2c(SCc3ccc(-c4nnco4)cc3)cccc2c1,2,1,13,-1,31,i,3,13,36
CCOC(=O)C1(Cc2ccccc2C(F)(F)F)CCN(C(=O)c2cc(C(C)=O)n[nH]2)CC1,13,-7,13,1,-6,1,-2,12,-11
COCCN1Cc2cccc(C(=O)NC3CCCCCC3)c2C1=O,9,-10,1,1,21,4,3,-8,-10
COC(=O)CN1C(=O)CC(C)(C)Sc2ccccc21,4,-5,5,-1,-12,15,-3,5,-7
COc1ccccc1N1C(=NC(=O)COc2ccccc2)SC2CS(=O)(=O)CC21 (stereo not given),-9,1,-2,3,10,6,-3,7,5
CCOc1ccccc1NC(=S)N1CCN(c2nc(-c3cccc(OC)c3)cs2)CC1,15,-14,-8,1,15,-2,-19,7,-24
Cc1ccc(/C=N/NC(=O)c2ccccn2)s1,0,-8,18,0,8,-28,3,-7,35
CC#CCN(CC#CC)S(=O)(=O)c1ccc(S(=O)(=O)N2CCOCC2)cc1,2,-1,-5,5,16,2,-6,0,-9
COC(=O)c1nn(-c2ccc(F)cc2)ccc1=O,-24,-3,-3,1,16,-2,6,-5,-4
COc1ccccc1-c1nnc(C2CCN(S(=O)(=O)c3ccccc3[N+](=O)[O-])CC2)o1,7,-2,0,2,3,8,3,29,9
COC(=O)Nc1ncc(CN2CCCCC2)s1,-2,11,4,4,-3,16,-6,-3,-14
COc1cccc(NC(=O)c2ncc(Cl)c(Cl)c2Cl)c1,-10,2,90*,2,18,17,87*,-9,70*
CC1(c2ccccc2)NC(=O)N(CC(=O)N2CCN(S(=O)(=O)c3cccc([N+](=O)[O-])c3)CC2)C1=O (stereo not given),-1,-4,-6,-2,13,14,6,6,0
O=C(NCCc1ccc(Cl)cc1)c1cc(-c2ccccn2)nc2ccccc12,-1,-4,1,0,7,4,9,6,1
CCOC(=O)C1=C(CSc2nc3c(cc2C#N)CN(C)CC3)OC(N)=C(C#N)C1c1ccc(Cl)cc1 (stereo not given),17,10,14,-20,1,-268,0,17,-2
C[C@@H](C(=O)Nc1ccc2ccccc2c1)[C@H]1C[C@]1(C)[C@H](NS(=O)(=O)c1ccccc1)c1ccccc1,7,5,-1,.,26,.,2,1,-15
CCN1CCCC1CN(Cc1cc2ccc(C)cc2[nH]c1=O)C(=S)Nc1ccc(OC)cc1OC (stereo not given),7,7,-5,-9,12,-20,-14,16,2
COc1cccc(NC(=S)N(CCN(C)C)Cc2cccs2)c1,-4,-3,-5,4,7,18,-4,-1,-5
O=C(c1cc2sccc2n1Cc1ccccc1)N1CCCc2ccccc21,15,5,-4,-5,2,14,1,25,-2
Clc1nnc2c3ccccc3ccn12,.,-8,.,0,.,-2,.,9,.
O=C(C(=O)N1CCc2ccccc2C1)c1c[nH]c2ccccc12,-4,-2,-14,1,8,21,-14,-19,-8
Cc1ccc(/C=C/S(=O)(=O)NCC(=O)O)cc1,-13,6,1,2,11,8,2,8,5
Cc1cc(C(C)(C)C)ccc1OCCN1CCCC1,11,-5,-12,-1,31,31,-4,5,-10
C=CCn1c(C)cc(C(=O)CN2NS(=O)(=O)c3ccccc3C2=O)c1C,-16,-11,5,2,25,2,1,-6,0
O=C(Nc1cccnc1)OC1CCCCC1,-1,-4,-5,-1,-4,-4,-18,12,-22
COc1ccc2c(c1)[nH]c(=O)c1sc3ccccc3c12,11,6,11,-1,23,i,-1,8,-1
O=C(OCCCOC(=O)c1ccc(Br)o1)c1ccc(Br)o1,1,-1,1,1,40,12,-1,11,-7
COC(=O)C(NC(=O)CCC(=O)N[C@@H](C(=O)OC)c1ccccc1)c1ccccc1 (stereo not given in full),0,-8,-6,1,-6,16,-14,6,-5
O=S(=O)(Nc1ccc(OC(F)F)cc1)c1ccc(-c2ccon2)s1,2,-5,-1,-1,20,17,1,-10,9
CSCC[C@H](NC(=O)c1nn(C)c(=O)c2ccccc12)c1nc2ccccc2[nH]1,1,-7,10,-1,13,11,-10,20,-5
O=C(Nc1cccc(-c2cn3ccccc3n2)c1)c1cnccn1,13,3,-9,3,3,17,-18,18,-6
COC(C#CCCN(C)C)(c1ccccc1)c1ccccc1,5,-3,-9,0,14,15,-6,-3,-17
Cc1cc2oc(=O)c(CC(=O)O)c(C)c2c2occ(C(C)(C)C)c12,13,11,4,1,-3,-262,-2,-24,-3
CCCCN1CCc2c([nH]c3ccc(C)cc23)C1=O,2,5,7,0,15,-20,-2,-4,6
O=C(CNC(=O)C1CCCCC1)NC1=NCCS1,-20,-10,4,2,19,10,1,1,3

# Compounds above with a nitro group on carbon (two):
SMILES,Apaf1 inhib,HKDC1 inh,SENP7 block,SENP1 inh,NLRP3 yeast inh,SENP8 block-1,SENP8 block-2,PfG6PD inh,SENP6 block
COc1ccccc1-c1nnc(C2CCN(S(=O)(=O)c3ccccc3[N+](=O)[O-])CC2)o1,7,-2,0,2,3,8,3,29,9
CC1(c2ccccc2)NC(=O)N(CC(=O)N2CCN(S(=O)(=O)c3cccc([N+](=O)[O-])c3)CC2)C1=O (stereo not given),-1,-4,-6,-2,13,14,6,6,0

# Other structures.
SMILES,Apaf1 inhib,HKDC1 inh,SENP7 block,SENP1 inh,NLRP3 yeast inh,SENP8 block-1,SENP8 block-2,PfG6PD inh,SENP6 block
O=C(CN(Cc1ccccc1C(F)(F)F)C(=O)CNC(=O)c1ccco1)NC1CCCC1,2,3,-11,4,9,21,-3,10,0
COCCCNC(=S)N(CCCN(C)C)Cc1cc2cc3c(cc2[nH]c1=O)OCCO3,1,-3,-1,-1,14,-306,3,11,1
Cc1cc(C)cc(OCC(=O)NNC(=S)NC(=O)C2CC2)c1,2,-10,-5,0,31,8,2,-11,-2
O=C(Nc1ccc(S(=O)(=O)Nc2cnc3ccccc3n2)cc1)c1ccc(Br)o1,-1,1,13,-2,3,-279,4,-16,-9
Cc1ccccc1NC(=O)Cc1nc(COC(=O)c2cccnc2Cl)cs1,8,-6,4,-7,15,-13,4,14,-1
C[C@H](NC(=O)N1CCn2c1nc1ccccc12)C(=O)NCc1ccc(F)cc1,-1,-5,-3,1,8,2,-2,-4,-6
Cc1ccc(C(C)NC(=O)c2ccncc2)cc1C (stereo not given),6,0,0,0,18,6,6,-8,5
Clc1ccc(Cn2ccc(C3CC3)n2)cc1,-8,-6,-1,1,14,29,-4,0,-19
COc1ccc(CCNC(=O)CSc2nnc(Cn3c(=O)sc4ccccc43)n2C)cc1OC,-21,-5,-6,1,-7,5,-3,-9,-8
COc1ccc(C(=O)N2CCCC(C(N)=O)C2)cc1S(=O)(=O)N1CCOCC1 (stereo not given),-9,-7,-1,-1,9,0,3,11,-3
COc1cccc(N2C(=O)CC(N3CCN(S(=O)(=O)c4ccccc4)CC3)C2=O)c1 (stereo not given),-10,-11,-2,2,13,10,-8,-15,-11
CN1CCN(CCC(=O)Nc2ccccc2)CC1,0,-7,7,0,7,-1,-4,4,-20
C=CCNC(=O)C1CCC(C(=O)NCC=C)CC1 (stereo not given),0,-8,-8,0,-11,-3,-2,-7,-1
CC(=O)Nc1ccc2nc(NC(=O)COc3ccccc3Cl)sc2c1,3,-2,-5,0,13,-2,-7,4,-2
CCN1/C(=C2/SC(=S)NC2=O)Sc2ccccc21,-8,0,-8,-145,8,24,-6,19,-23
COC(=O)c1ccc(C(=O)NN)cc1,-11,-5,-2,1,24,0,4,-19,-1
N#Cc1ccc(CN2CCN(CC(=O)Nc3ccccc3C(=O)NC3CC3)CC2)cc1,1,-11,-3,-1,19,-5,-12,-6,-16
O=C(COC(=O)C1CCCCC1)Nc1ccc(N2CCCCC2)cc1,9,-6,-6,2,-3,11,-14,19,1
Cc1ccc(C(=O)CC(=O)c2ccccc2C)c(O)c1,13,-5,-20,-2,0,16,-20,-16,-12
Cc1ccc(C(=O)NCCn2c(N)c(C#N)c3nc4ccccc4nc32)cc1,10,0,34,-28,6,-272,10,12,43
CCN(CC)S(=O)(=O)c1ccc(/C=C/C(=O)OCC(=O)N(C)C)cc1,9,-3,-14,0,5,8,-8,-5,-1
CCOC(=O)CNC(=O)Cn1cnc2c(oc3ccccc32)c1=O,-16,-4,7,0,-1,0,-7,11,-8
Cc1nc(-c2ccc(F)cc2)c(CC(=O)N2CCN(S(=O)(=O)c3ccccc3Br)CC2)s1,40,6,-4,1,8,12,3,-13,-13
CCCCNC(=O)C1CC(=O)N(CCC(C)C)C1 (stereo not given),-1,2,0,-5,-17,16,-7,-3,-3
COc1ccc(/C=C2/Sc3ccc(C(=O)NCCN4CCCCCC4)cc3NC2=O)cc1,49*,6,3,-7,13,16,-17,7,-5
O=C(COc1ccc(Cl)cc1[N+](=O)[O-])NC1CCCCC1,18,-5,-13,2,53*,11,-17,-1,0
COC(=O)/C=C1\SC(=Nc2ccc(Cl)c(Cl)c2)NC1=O,9,6,3,2,13,11,-1,-24,-1
S=c1c2c(nc3nc[nH]n13)CCC2,-10,-3,1,0,8,24,13,10,-8
CCCn1c(SCC(=O)N2CCOCC2)nnc1-c1ccncc1,-3,-4,-4,3,21,16,-6,5,-8
CC(=O)Nc1ccc(-n2nnnc2SCC(=O)N2CCN(C(=O)c3ccco3)CC2)cc1,-2,-2,1,1,2,7,4,-3,-5
OCc1ccc2c(c1)c(-c1ccc3c(c1)OCCO3)c(-c1ccccc1)n2-c1ccccc1,18,2,7,-9,7,i,0,13,-2

# Filtered by structure: the compounds so far with a COOH group.
SMILES,Apaf1 inhib,HKDC1 inh,SENP7 block,SENP1 inh,NLRP3 yeast inh,SENP8 block-1,SENP8 block-2,PfG6PD inh,SENP6 block
Cc1ccc(/C=C/S(=O)(=O)NCC(=O)O)cc1,-13,6,1,2,11,8,2,8,5
Cc1cc2oc(=O)c(CC(=O)O)c(C)c2c2occ(C(C)(C)C)c12,13,11,4,1,-3,-262,-2,-24,-3
